HEK293 cAMP cs: raises cAMP in parental HEK293 cells, TSHR agonist counter-screen | parental HEK293 CNG cAMP sensor, membrane potential fluorescence | Potency, µM (titrated, usually from 57.1 µM), for the others: top-dose activation, usual class: activators | actives 2.5% (n = 73,000); further: potency means the concentration at half of the fitted maximal effect; % of control where 0% means no effect; nearly all actives have a fitted effect of over 55% in size
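Counterscreen for endogenous-receptor signalling: CNG-channel HEK 293 cells report cAMP rise by membrane depolarization. After 60 min dye equilibration with 100 uM RO 20-1724, compounds incubated 30 min before bottom-read fluorescence at 590 nm.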
Tau fil binding: binders of human tau filaments; P10636; actives 2% (n = 71,000); Potency, µM (titrated, usually from 57.1 µM), for inactives: at the highest dose activity change, negative = inhibition; recombinant tau filaments, thioflavin S fluorescence, 15 h; filaments grown with octadecylsulfate alongside compound;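 further: potency means the concentration at half of the fitted maximal effect; on the % scale 0 is the no-effect control and ±100 the full control effect; actives lower thioflavin S fluorescence by blocking filaments or displacing dye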
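His-tagged recombinant human tau (exons 2, 3, 10; 1 uM final) fibrillized with 30 uM sodium octadecylsulfate, 15 h at 37 C, in pH 7.4 HEPES buffer with 10 uM thioflavine S and 5 mM DTT. Reduced ThS fluorescence (450/510 nm) marks activity.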
ERK AVP block: blocks ERK signaling stimulated by vasopressin. HEK293-V1b, vasopressin-stimulated pERK AlphaScreen. Potency, µM (series often up to 57.5 µM), without a hit: top-dose activity, negative = inhibition, actives largely listed as inhibitors. actives 0.99% (n = 72,000); further: potency means the concentration at half of the fitted maximal effect; on the % scale 0 is the no-effect control and ±100 the full control effect; nearly all actives have a fitted effect of over 55% in size
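Overnight-seeded V1b-HEK293 cells in 1% FBS got compound, then vasopressin (25 nM final, 5 min, 37C), then lysis buffer. AlphaScreen detection of phospho-ERK; activity normalized to basal and full-stimulation controls.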
Caspase-1 inhib: caspase-1 (human) inhibition, allosteric or competitive | Caspase-1 enzyme, Ac-WEHD-AFC fluorogenic rate | Potency, µM (titrated, usually from 57.5 µM), inactives show at the highest dose activity change, negative = inhibition, hits mostly inhibitors | AID 900 | actives 0.03% (n = 75,000);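 further: potency means the concentration at half of the fitted maximal effect; plate controls were vehicle for no effect and no substrate for full effect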
Casp7 inh: blocks human caspase-7 allosterically or competitively; P55210; recombinant caspase-7, Ac-DEVD-AFC fluorescence rate; Potency, µM (top dose mostly 57.5 µM), without a hit: at the top dose activity change, negative = inhibition, usual class: inhibitors; actives 0.02% (n = 75,000); AID 889; active means well fitted inhibition curve with a large enough effect in the main read-out, with a control signal flat, not every such curve was filed as active; inconclusive means small, poorly fitted or top-dose-only effect, or a change in a side signal; further: potency means the concentration at half of the fitted maximal effect; % of control where 0% means no effect
Fluorescein autfl: compound autofluorescence in fluorescein spectral region | max fluorescein-equivalent concentration, M | actives 0.91% (n = 59,000) | Compound autofluorescence, 480/540 nm, fluorescein-equivalent; hits give high values; in the data active means max fluorescein-equivalent concentration above about 10 nM; inconclusive means between about 1.1 nM and that limit
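Autofluorescence profiling; 100 mM Tris, pH 8.0; incubation 15 min at RT; ex/em 480/540 nm; result as fluorescein-equivalent concentration.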
Rhodamine autofl: compound autofluorescence in rhodamine spectral region; Rhodamine-region fluorescence, 547/598 nm, Tris buffer; hits give high values; max dye-equivalent concentration, M; actives 0.05% (n = 59,000); AID 594; in the data active means max dye-equivalent concentration above about 11 nM; inconclusive means between about 1.1 nM and that limit
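Intrinsic compound fluorescence, ex 547 / em 598 nm, CCD imager. Tris 100 mM pH 8.0; 15 min RT. Output = rhodamine dye-equivalent concentration at each compound concentration.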
HADH2 inh: inhibitors of human HADH2 dehydrogenase | actives 3.4% (n = 73,000) | recombinant HADH2, NADH fluorescence, beta-hydroxybutyryl-CoA | Potency, µM (titrated, usually from 57.1 µM), without a hit: top-dose activity change, negative = inhibition, hits mostly inhibitors; further: potency means the concentration at half of the fitted maximal effect; on the % scale 0 is the no-effect control and ±100 the full control effect; nearly all actives have a fitted effect of over 60% in size; many of its hits are not listed in these tables
Target sequence (Q99714 whole entry, looked up, one chain of several): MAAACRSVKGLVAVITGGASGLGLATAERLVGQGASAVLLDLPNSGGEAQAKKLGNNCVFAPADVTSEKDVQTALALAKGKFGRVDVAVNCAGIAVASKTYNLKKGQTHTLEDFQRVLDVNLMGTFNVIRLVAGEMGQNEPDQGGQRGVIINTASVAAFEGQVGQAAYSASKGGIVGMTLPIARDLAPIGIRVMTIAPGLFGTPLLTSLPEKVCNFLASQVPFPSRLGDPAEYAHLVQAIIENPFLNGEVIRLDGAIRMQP
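20 nM HADH2 + cpd, 15 min RT; add 1 mM NAD+/90 uM beta-hydroxybutyryl-CoA; kinetic fluorescence 360/450 nm, 4 min. Tris-HCl pH 9.0, 0.01% Tween-20.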
TexasRed autofl: Texas Red region autofluorescence; Compound fluorescence, Texas Red channel, 547/618 nm; hits give high values; max dye-equivalent concentration, M; actives 0.06% (n = 59,000); AID 587; in the data active means max dye-equivalent concentration above about 10 nM; inconclusive means between about 1.1 nM and that limit
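Fluorescence at ex 547/em 618 nm, normalized against an on-plate Texas Red standard series to give dye-equivalent concentration per compound concentration. Buffer 100 mM Tris, pH 8.0; 15 min RT incubation before CCD imaging.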
Luciferase inh: firefly luciferase inhibition; P08659; purified firefly luciferase, luminescence, 8 min; Potency, µM (highest dose often 57.1 µM), without a hit: at the highest dose activity change, negative = inhibition, usual class: inhibitors; actives 2.2% (n = 72,000); AID 411; further: potency means the concentration at half of the fitted maximal effect; on the % scale 0 is the no-effect control and ±100 the full control effect; nearly all actives have a fitted effect of over 40% in size
Target sequence (P08659 whole entry, looked up): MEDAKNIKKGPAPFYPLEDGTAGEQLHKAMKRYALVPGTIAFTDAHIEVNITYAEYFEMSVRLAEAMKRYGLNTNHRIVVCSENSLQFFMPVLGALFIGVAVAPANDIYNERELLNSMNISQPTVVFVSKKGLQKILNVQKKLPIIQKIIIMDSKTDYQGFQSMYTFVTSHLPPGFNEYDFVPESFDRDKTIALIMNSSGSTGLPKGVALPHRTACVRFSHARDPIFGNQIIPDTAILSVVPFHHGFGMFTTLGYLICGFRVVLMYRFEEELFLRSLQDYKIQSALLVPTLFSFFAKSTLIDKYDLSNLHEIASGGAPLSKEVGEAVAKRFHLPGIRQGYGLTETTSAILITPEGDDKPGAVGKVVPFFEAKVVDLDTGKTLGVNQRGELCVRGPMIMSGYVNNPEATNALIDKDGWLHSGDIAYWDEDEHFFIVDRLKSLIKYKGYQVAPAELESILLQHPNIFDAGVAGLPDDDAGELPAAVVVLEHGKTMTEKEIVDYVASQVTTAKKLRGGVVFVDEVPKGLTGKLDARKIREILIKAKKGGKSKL
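Titration-based qHTS; buffer 50 mM imidazole pH 7.2, 50 mM KCl, 7 mM MgCl2, 10 uM ATP, 0.01% Tween 20, 0.05% BSA; luciferase/luciferin detector mix added after compound; 8 min, ambient; luminescence.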
USP2a inhib: USP2a (human) protease inhibition | O75604 | USP2a enzymatic assay, qHTS inhibition | Potency, µM (doses to about 38.3 µM), for inactives: at the top dose activity change, negative = inhibition, actives largely listed as inhibitors | actives 0.1% (n = 60,000);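 further: potency means the concentration at half of the fitted maximal effect; nearly all actives have a fitted effect of over 60% in size; plate controls were DMSO for no effect and NEM full inhibition control for full effect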
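Inhibition is measured in a cell-free coupled assay with 20 nM USP2 core, 20 nM Ub-PLA2 and 20 uM NBD C6-HPC, 2.5 h incubation. Activity normalized to NEM control.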
The depositor's hits bear a star; i = inactive; ? = inconclusive; nt = not tested or not shown; & = joins results of further samples; [ ] = remark or other dose. Unless noted, the call rests on the fitted dose curve; in most records, active means well fitted curve in the direction sought with a large enough effect; inconclusive means small, poorly fitted or top-dose-only effect, or another doubt; inactive means no such curve, though single readings can be large; an effect the other way counts as inactive or inconclusive. These rows are one share of the data; the hit share may differ from the screen's.

| Molecule | HEK293 cAMP cs | Tau fil binding | ERK AVP block | Caspase-1 inhib | Casp7 inh | Fluorescein autfl | Rhodamine autofl | HADH2 inh | TexasRed autofl | Luciferase inh | USP2a inhib |
| --- | --- | --- | --- | --- | --- | --- | --- | --- | --- | --- | --- |
| COc1ccc(N(CC(=O)NCc2cccs2)S(=O)(=O)c2cccnc2)cc1 | 0% | 6% | -18% | 0% | -1% | nt | nt | 6% | nt | 1% | nt |
| CCN(CC)C(=O)N1CCN(C(=O)c2ccc(C)cn2)CC1 | -3% | -1% | 9% | -1% | 0% | i | i | 2% | i | 2% | 2% |
| CC1Oc2ccccc2N(CC(=O)Nc2ccc3c(c2)OCCO3)C1=O (configuration not stated) | 12% | 0% | 8% | -1% | -1% | i | i | 16% | i | -5% | nt |
| COc1ccc(OC)c(NC(=O)c2ccc(S(=O)(=O)N3CCN(C)CC3)cc2)c1 | 1% | 0% | -7% | 1% | 0% | i | i | 0% | i | 1% | 4% |
| Cc1c(OCC(=O)OC(C)C)ccc2c3c(c(=O)oc12)CCC3 | ? | nt | -15% | 0% | -1% | i | i | 18% | i | 1% | 10% |
| CCOC(=O)c1ccccc1NC(=O)c1ccc(N(C)S(C)(=O)=O)cc1 | 8% | 27% | -12% | -1% | 2% | i | i | -28% | i | -3% | 8% |
| CCCCNc1nc2ccccc2nc1NS(=O)(=O)c1cccs1 | 7% | -1% | 8% | -4% | -2% | ? | i | 1% | i | -1% | 11% |
| CCc1nnc(NC(=O)CSc2nnc(-c3ccc(O)cc3)n2-c2ccccc2)s1 | 3% | -10% | -20% | -1% | 1% | ? | i | -26% | i | 2% | nt |
| CCCc1ccc(OCc2nc(-c3ccc(NC(=O)c4ccco4)cc3)no2)cc1 | 8% | 1% | -24% | 0% | -2% | ? | i | 2% | i | 2% | -7% |
| CCN1C(=O)c2n[nH]c(C(=O)OC)c2C1=O | 3% | -15% | 4% | 0% | -1% | ? | i | 3% | ? | 1% | -5% |
| Cc1cc(C(=O)O)ccc1[C@H](N)C(=O)O | 4% | -27% | 3% | 0% | 2% | nt | nt | 7% | nt | 0% | nt |
| Cc1ccc(-c2c3c(=O)n(C)c(=O)n(C)c3cn2-n2cnnc2)cc1 | 15% | 3% | -3% | -7% | -9% | ? | i | 6% | ? | 0% | -11% |
| O=[N+]([O-])c1cccc2c[nH]nc12 | 11% | ? | -9% | -11% | -17% | nt | nt | 32µM* | nt | -1% | nt |
| O=S1(=O)CCN2C=Nc3sc4c(c3C2=N1)CCCC4 | -12% | 8% | 7% | 1% | 0% | i | i | -10% | i | -10% | -4% |
| C=C1C=C(Br)C2(OCCCO2)[C@H]2OC12 (some centres not stated) | -2%[11.4 µM] | nt | -6%[11.5 µM] | 1%[11.5 µM] | 1%[11.5 µM] | nt | nt | -10%[11.4 µM] | nt | 2%[11.4 µM] | nt |
| CCN1CCN(CC(O)COc2ccc(C)c(C)c2)CC1 (configuration not stated) | 10% | 8% | -14% | 0% | 1%[0.00368 µM] | ? | i | 4% | i | 2% | 1% |
| COc1ccc(OC)c(CCNC(=O)Cn2sc3nc(C)cc(C)c3c2=O)c1 | -5% | -15% | 16µM* | 2% | 1% | nt | nt | 0.25µM* | nt | 10µM* | nt |
| Cn1c(=O)c(=O)n(C)c2cc(S(=O)(=O)N3CCN(c4cccc(C(F)(F)F)c4)CC3)ccc21 | 24% | 6% | 11% | -1% | 0% | i | i | 19% | i | 2% | 4% |
| COCCNC(=O)c1cc(-c2ccc3c(c2)OCO3)on1 | 3% | -3% | -12% | 1% | 0% | i | i | -5% | i | 13µM* | 6% |
| CCCCN(CC)C(=O)c1ccc(Cl)c(Cl)c1 | ? | 4% | -21% | 0% | -1% | i | i | 8% | ? | 3% | 6% |
| CC1CCc2nc(NC(=O)CN3CCN(Cc4ccc5c(c4)OCO5)CC3)sc2C1 (configuration not stated) | ? | 1% | -28% | -3% | -1% | i | i | 5% | i | 0% | 22% |
| Cc1ccc(C(=O)Nc2nc(COc3ccccc3)cs2)s1 | 12% | 10% | ? | 1% | -2% | ? | i | -8% | ? | -15% | 4% |
| c1c2c(cc3sc(N4CCCCC4)nc13)OCCO2 | 14% | -12% | ? | 2% | -3% | ? | i | -9% | ? | 1.6µM* | ? |
| COC(=O)CSc1nc2cc(OC)ccc2cc1C#N | 16% | 16% | 9% | -3% | -2% | i | i | 7% | i | ? | -1% |
| CCOC(=O)N1CCN(C(=O)c2ccc(N3C(=O)CCC3=O)cc2)CC1 | 4% | 0% | -6% | 2% | 1% | i | i | -1% | i | 2% | 2% |
| CCN(Cc1ccccc1)C(c1cccc(C#N)c1)c1nnnn1C(C)(C)C (configuration not stated) | ? | -3% | 27% | -4% | 0% | i | i | -6% | i | 0% | -14% |
| CCOc1ccc2nc(NC(=O)CSc3nc4c(c(=O)n(C)c(=O)n4C)n3CC)sc2c1 | 2% | 8% | -6% | 1% | 1% | ? | i | 9% | i | 0% | 11% |
| Cc1cccc(C#Cc2ccccc2)n1 | 12%&8% | ? | 10%&-3% | 2%&2% | -3%&0% | ? | i | -4%&-11% | ? | 13µM* | 2% |
| COc1ccc(-c2csc(N3CCOCC3)n2)cc1OC | 9% | 0% | -14% | 0% | 0% | i | i | -22% | i | -29% | -1% |
| Cc1nnc(N)nc1C | -1% | -7% | -12% | 0% | -2% | i | i | -9% | ? | 0% | 1% |
| Cc1ccc(OCCn2ccc(=O)[nH]c2=O)cc1C | 14% | -3% | -15% | 1% | -1% | i | i | 4% | i | -1% | 0% |
| CCCCC[C@H](O)c1cccc(OCc2ccc3ccccc3n2)c1 | 20µM* | -6% | ? | -1% | -5% | i | i | -11% | i | -11% | 9% |
| CCCN(CCC)c1nc(NC2CCN(C(=O)OCC)CC2)nc(OC)n1 | ? | -20% | -12% | -2% | 1% | ? | i | -1% | i | 1% | -3% |
| Cn1c(=S)c2[nH]c(SCCN3CCCC3)nc2n(C)c1=O | 7%[11.4 µM] | 10%[11.4 µM] | -9%[11.5 µM] | 1%[11.5 µM] | 2%[11.5 µM] | ? | i | -11%[11.4 µM] | i | 2%[11.4 µM] | nt |
| CC(=O)c1cccc(S(=O)(=O)NCC(c2ccco2)N2CCCCC2)c1 (configuration not stated) | 6% | -23% | 3% | -1% | 8% | ? | i | 16% | i | 3% | 15% |
| CC1CCCC(C)N1C(=O)COC(=O)c1ccc[nH]c1=O (configuration not stated) | 6% | -9% | 8% | 3% | -3% | ? | i | -2% | i | 3% | 5% |
| CCN(C1CCCCC1)S(=O)(=O)c1ccc(S(=O)(=O)N2CCN(CCC#N)CC2)cc1 | 6% | -3% | 26% | -3% | -5% | nt | nt | 8% | nt | 0% | nt |
| COC(=O)c1cccc(OCC(O)Cn2ccnc2)c1 (configuration not stated) | 7% | -3% | -20% | 3% | 1% | ? | i | 9% | i | 0% | -5% |
| CC(C)(C)C(=O)NC(=C(Cl)Cl)P(=O)(O)O | 2% | -52% | 12% | 0% | 0% | i | i | -3% | i | 0% | -1% |
| Clc1ccc(-n2ncc3c(NCCN4CCOCC4)ncnc32)cc1 | -9% | -13% | ? | -1% | 1% | i | i | -7% | i | ? | -10% |
| CCC(C)OC(=O)C1=C(C)NC(=O)NC1c1ccc(F)cc1 (configuration not stated) | 3% | -8% | -2% | 1% | 0% | nt | nt | 2% | nt | 0% | 0% |
| COC(=O)N1CC(=O)N(OC)C1c1ccc(Cl)cc1Cl (configuration not stated) | 4% | -4% | 25% | -1% | 8% | ? | i | 1% | i | 5% | 7% |
| CCCCn1c(SCC(=O)Nc2nc(C)cs2)nnc1-c1cccnc1 | 10% | 5% | -3% | 1% | 1% | i | i | 3% | i | 1% | 6% |
| O=C(Nc1nnc(-c2ccccc2)o1)c1ccc(Cl)cc1 | 18% | -2% | -22% | -1% | -1% | ? | i | 7% | i | 1% | -3% |
| CCCCc1nc2c(c3c1CC(C)OC3)CN(CCC(C)C)CC2 (configuration not stated) | 1%[11.4 µM] | nt | 7%[11.5 µM] | -4%[11.5 µM] | -1%[11.5 µM] | nt | nt | 8%[11.4 µM] | nt | nt | nt |
| Cc1oc(C)c(C(=O)Nc2ccc(CC(=O)O)cc2)c1C(=O)Nc1ccc(CC(=O)O)cc1 | 3% | -2% | 16% | -1% | -1% | i | i | -12% | i | 0% | -3% |
| CC(Sc1nnc(-c2cc3ccccc3o2)n1-c1ccccc1)C(=O)O (configuration not stated) | 0% | 2% | -7% | 0% | 0% | i | i | 26% | i | 1% | -20% |
| CCN1CCCC1CNC(=O)c1cc2c(-c3ccc(Cl)cc3)nn(C)c2s1 (configuration not stated) | 6% | 152% | ? | -1% | 1% | nt | nt | ? | nt | 2% | nt |

Assay outcomes from PubChem BioAssay.
